# Assay outcomes deposited in PubChem BioAssay by several laboratories.
# Bcl-xL primary – Bcl-xL (human) inhibition; Q07817; GST-Bcl-xL / FITC-Bim BH3 peptide fluorescence polarization; inhibition, % at 10.9 µM; hit rate 0.7% among 320,000; AID 2129;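 active means inhibition above the mean of all tested compounds plus 3 SD, cutoff set per campaign, cut at about 30% in these data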;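 further: 0% = DMSO wells and 100% = unlabeled Bim-BH3 peptide competitor; inhibitors lower millipolarization by displacing the labeled peptide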
# AGP1-GFP MLPCN – alters AGP1-GFP fluorescence in TOR pathway yeast screen. S. cerevisiae AGP1-GFP multiplex flow cytometry, 3 h; GFP as percent of DMSO wells. GFP response vs DMSO, % at 10 µM. hit rate 0.02% among 320,000. AID 2066;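 active means GFP response relative to DMSO above a set limit, near screen average plus 3 SD, cut at about 150% in these data; inconclusive means fewer than 70 cells counted for the yeast strain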;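 further: median GFP channel fluorescence of the gated AGP1 strain per well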
# VLA-4 inh – inhibition in a human VLA-4 binding assay | VLA-4 expressing cells, ligand binding flow cytometry | inhibition, % (about 7 µM as worked out from the volumes in the protocol) | hit rate 0.2% among 330,000; in the data active means inhibition above about 50%
# Target sequence (P13612 whole entry, looked up): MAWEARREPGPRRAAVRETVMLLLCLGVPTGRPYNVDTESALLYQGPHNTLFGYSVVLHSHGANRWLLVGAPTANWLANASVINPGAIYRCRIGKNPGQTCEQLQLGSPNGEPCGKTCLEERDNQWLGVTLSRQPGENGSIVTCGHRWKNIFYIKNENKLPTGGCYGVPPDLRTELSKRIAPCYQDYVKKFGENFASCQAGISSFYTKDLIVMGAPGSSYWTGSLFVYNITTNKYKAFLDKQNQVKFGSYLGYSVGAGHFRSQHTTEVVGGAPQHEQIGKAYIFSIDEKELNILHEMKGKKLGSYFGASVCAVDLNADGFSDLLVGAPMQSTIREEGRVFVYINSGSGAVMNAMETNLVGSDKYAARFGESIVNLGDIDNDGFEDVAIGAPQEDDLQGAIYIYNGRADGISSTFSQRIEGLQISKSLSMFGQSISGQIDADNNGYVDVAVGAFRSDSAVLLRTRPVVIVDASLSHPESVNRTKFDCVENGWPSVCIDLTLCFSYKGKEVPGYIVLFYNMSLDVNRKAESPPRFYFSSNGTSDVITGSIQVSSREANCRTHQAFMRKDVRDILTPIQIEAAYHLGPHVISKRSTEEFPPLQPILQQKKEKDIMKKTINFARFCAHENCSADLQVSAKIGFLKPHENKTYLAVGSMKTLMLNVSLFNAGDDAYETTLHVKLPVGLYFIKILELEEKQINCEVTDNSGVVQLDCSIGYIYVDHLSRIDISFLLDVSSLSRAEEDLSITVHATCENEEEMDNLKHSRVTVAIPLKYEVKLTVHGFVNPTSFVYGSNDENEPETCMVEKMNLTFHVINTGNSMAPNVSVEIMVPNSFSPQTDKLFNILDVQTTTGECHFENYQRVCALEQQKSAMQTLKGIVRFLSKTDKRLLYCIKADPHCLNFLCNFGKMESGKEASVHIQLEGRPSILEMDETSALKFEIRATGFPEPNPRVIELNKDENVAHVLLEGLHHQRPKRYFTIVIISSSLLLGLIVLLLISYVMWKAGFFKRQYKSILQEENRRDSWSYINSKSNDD
# GLD-1 TGE inh – GLD-1-TGE RNA interaction inhibition (C. elegans). Q17339. purified GLD-1 + fluorescein TGE RNA, fluorescence polarization. inhibition, % at 5.96 µM. hit rate 0.44% among 320,000. AID 2280;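 active means percent inhibition above a per-plate cutoff, the plate mean of test compounds plus 3 SD, cut at about 30% in these data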;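 further: 0% = DMSO wells with GLD-1 and probe and 100% = wells lacking GLD-1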
# GRK2 inh – blocks RNA aptamer binding to human GRK2; bead flow cytometry, FAM-aptamer displacement from GRK2; inhibition of aptamer binding, % at 10 µM; hit rate 0.59% among 330,000; AID 488847;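 active means inhibition of aptamer binding above 40%, roughly 3 SD of noise, on plates passing a quality check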;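 further: median bead fluorescence of bound FAM aptamer so fluorescent compounds give negative values; no value below 0 was filed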
# CIT2 TOR yeast – yeast TOR pathway CIT2-GFP modulation | S. cerevisiae CIT2-GFP strain, flow cytometry, 3 h; 100 means same as DMSO wells | GFP response vs DMSO, % at 10 µM | hit rate 0.065% among 320,000;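 active means GFP response relative to DMSO above a set limit, near the screen mean plus 3 SD, cut at about 150% in these data; inconclusive means Fewer than 70 cells measured for a yeast strain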;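 further: ratio of well median GFP fluorescence to mean of DMSO wells on the plate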
# Fam108B counter – counter-screen for RBBP9 inhibitors: inhibitors of mouse Fam108B; recombinant Fam108B, FP-Rh probe fluorescence polarization; inhibition, % at 9.51 µM; hit rate 0.33% among 300,000; AID 1947;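 active means inhibition above the screen mean inhibition plus 3 SD, computed separately per campaign, cut at about 18% in these data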;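 further: inhibitors lower polarization as less probe binds the enzyme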
# MEX-5 binding – C. elegans MEX-5 TCR-2 RNA binding activity; Q9XUB2; MEX-5/FITC-TCR2 RNA binding, fluorescence polarization; active compounds read low; activity score (negative = inhibition of binding), % at 10 µM; hit rate 0.38% among 300,000; AID 1832;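 active means inhibition past about -25% in most replicates, and total fluorescence under double the plate's negative control median, limit read from the data; inconclusive means replicates evenly split on the limit, or fluorescence at least double controls; inactive means too little inhibition in most replicates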;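 further: 0% = DMSO and -100% = 5 µM competing unlabeled TCR2 RNA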
# MCL1 BIM primary – inhibitors of human MCL1 binding to BIM-BH3 peptide. hit rate 0.68% among 320,000. inhibition, % at 10.9 µM. GST-MCL1 / FITC-Bim-BH3 fluorescence polarization;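 active means inhibition above the mean inhibition of all tested compounds plus 3 SD, set per campaign, cut at about 40% in these data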;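 further: 0% = DMSO wells and 100% = unlabeled Bim-BH3 peptide control; higher means more loss of mP so more displacement of Bim peptide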
# * hit, by the source's call; ? = inconclusive; / = no result given; [ ] = dose if it differs, or a comment.
SMILES,Bcl-xL primary,AGP1-GFP MLPCN,VLA-4 inh,GLD-1 TGE inh,GRK2 inh,CIT2 TOR yeast,Fam108B counter,MEX-5 binding,MCL1 BIM primary
CC1CCN(C(=O)Cn2nnnc2CN2CCOCC2)CC1,-2,98,-10,1,0,107,0,0.9,3
O=C(CCN1C(=O)S/C(=C/c2ccccc2)C1=O)Nc1ccc(O)c(C(=O)O)c1,5,?,26,-4,7,?,3,-3.0,3
N#CCC(=O)Nc1ccc(C(=O)OCC(=O)c2ccc3c(c2)NC(=O)CO3)cc1,-15,99,8,-13,0,100,/,/,-15
O=C(Cc1ccc(-c2ccccc2)cc1)Nc1ccccc1,-8,19[may fluoresce violet],7,2,0,?,-4,-1.6,-14
C/C(=N\NC(=O)c1cccs1)c1ccncc1,-1,97,-5,10,0,94,-3,-1.4,1
Cc1ccc(Cn2c(O)c(N=NC(=S)Nc3ccccc3F)c3ccccc32)cc1,-1,105,17,-2,2,102,-4,1.2,12
Cc1cc(C)nc(N(C#N)CN2C(=O)c3ccccc3S2(=O)=O)n1,-2,/,29,1,2,105,-1,-2.8,-4
O=C(CN1CCN(c2ccccc2)CC1)Nc1ccccc1C(F)(F)F,1,87,7,2,0,92,-2,0.0,2
O=[N+]([O-])c1cc([N+](=O)[O-])c(N2CCCCCC2)cc1NCCO,1,99,-3,9,2,103,2,-1.2,5
O=C(Nc1cccc(F)c1)[C@@H]1CCCN1,2,101,2,4,0,100,-5,-0.1,4
Cc1c(C(=O)C(=O)NCCc2ccc(S(N)(=O)=O)cc2)c2ccccc2n1C,4,102,9,1,1,99,1,-0.6,0
O=C(NCC1CCN(c2ccc(S(=O)(=O)N3CCOCC3)cc2)CC1)Nc1ccccc1,4,61,-3,-4,0,134,2,-3.5,5
Cc1cccc(-c2nc3ccccc3c(=O)n2N)c1,-1,93,14,1,0,96,3,-2.2,-3
CCN1C(=O)c2cccc3c(S(=O)(=O)Nc4ccccc4)ccc1c23,-2,90,0,7,4,94,-4,-2.4,-7
COc1ccccc1CNC(=O)[C@H](Cc1c[nH]c2ccccc12)NC(=O)[C@@H]1Cc2ccccc2CN1,-7,105,1,-6,0,100,-2,1.0,-8
CCOC(=O)N1CCC(N2CCN(C3CCCC3)C(CCO)C2)CC1 (centres undefined),2,96,4,-1,0,/,4,-3.6,1
CCN(CC)c1nc(N2CCOCC2)nc2ccccc12,5,93,6,-10,0,103,7,-3.1,10
Cc1ncoc1C(=O)Nc1cccc(Cl)c1,8,97,6,7,4,103,3,-1.3,9
O=C(Nc1ccccn1)c1c(O)c2cccc3c2n(c1=O)CCC3,1,107,-5,-3,0,90,-1,3.5,6
CN1CCN(CC(=O)c2cc(C(C)(C)C)c(O)c(C(C)(C)C)c2)CC1,7,107,6,-1,0,100,1,0.4,12
O=C(Nc1ccc2ccccc2n1)c1ccccc1,2,90,-2,-5,1,100,-4,-3.4,7
O=c1c2c(nc3nc(NCc4ccccc4Cl)[nH]n13)CCC2,-1,101,2,-3,0,102,-1,-2.9,1
Cc1ccc(Cn2ccsc2=NC(=O)CCl)cc1,6,97,11,-1,0,90,-6,0.8,4
Nc1nc(CSc2nc3ccccc3s2)nc(Nc2ccccc2)n1,6,92,7,11,0,99,-14,-3.6,4
Cc1ccc(S(=O)(=O)NN2C(=O)c3ccccc3NC2C)cc1 (centres undefined),7,102,/,8,1,97,0,0.6,10
# (cont.)
SMILES,Bcl-xL primary,AGP1-GFP MLPCN,VLA-4 inh,GLD-1 TGE inh,GRK2 inh,CIT2 TOR yeast,Fam108B counter,MEX-5 binding,MCL1 BIM primary
COc1ccccc1N1CCN(S(=O)(=O)CC23CCC(CC2=O)C3(C)C)CC1 (centres undefined),-6,108,-10,0,0,100,3,3.3,-2
Cc1nc2ccc(NC(=O)c3ccccc3)cc2s1,7,100,9,3,0,100,4,2.0,4
CCC(CC)NC(=O)CO/N=C/c1ccc(Cl)cc1Cl,4,102,16,-9,1,103,-3,0.3,0
Cn1cccc1C(=O)OCC(=O)c1ccc(Br)s1,/,100,-6,2,36,97,/,/,/
COc1ccccc1NC(=O)COC(=O)c1ccc2c(c1)OCCO2,1,93,15,2,2,96,/,/,1
Cn1cnnc1SCC(=O)OCN1C(=O)c2ccccc2C1=O,-4,102,23,1,0,101,-5,0.2,-14
Cc1cc(/C=C2/NC(=O)NC2=O)c(C)n1-c1ccc(N2CCOCC2)cc1,0,110,-16,-1,0,113,-1,-2.1,2
CCOc1ccc(OCc2ccc(C(=O)N3CCCC(C)C3)cc2)cc1 (centres undefined),4,100,30,1,1,102,-2,-0.3,12
CCOC(=O)C1CCN(C(=O)c2ccccc2CCc2ccccc2)CC1,-5,101,13,3,2,100,0,-2.0,-9
Cc1ccc(NC(=O)CSc2nc(O)cc(=O)n2C)cc1,3,102,10,-3,4,/,1,1.0,-2
O=C(CCC(=O)Nc1ccccc1)NNS(=O)(=O)c1ccccc1[N+](=O)[O-],3,97,4,4,0,104,1,-3.9,-3
Cc1ccc(-n2c(C)cc(C(=O)CN3CCOCC3)c2C)cc1,6,108,14,1,0,101,-2,1.9,4
Cc1nn(-c2ccc(C(=O)OC(C)C)cc2)c(C)c1[N+](=O)[O-],3,98,0,-6,4,95,0,-1.0,5
Cc1n[nH]c(C)c1Cc1ccc(C(=O)O)cc1,6,103,-9,4,0,99,1,0.1,4
Cc1ccc(CN2CC(C(=O)N3CC(C)CC(C)C3)CC2=O)cc1 (centres undefined),3,97,8,3,0,97,-1,-0.6,0
O=C(CSc1nnc(C2CC2)n1CC1CCCO1)Nc1ccccc1Cl (centres undefined),4,93,12,-7,0,95,6,0.9,-1
CCCCCNc1nc(-c2ccccc2)nc(-n2ccnc2)n1,-1,109,13,11,1,107,1,3.3,1
Cc1ccc(NP(=O)(Nc2ccc(C)cc2)Nc2ccc(C)cc2)cc1,4,101,0,-6,1,98,0,0.4,-3
COc1ccc2cc(C(c3nnnn3C3CCCC3)N3CCCCCC3)c3nnnn3c2c1 (centres undefined),6,101,0,4,0,97,1,-0.2,7
CCCC(NCC(=O)Nc1cc(S(=O)(=O)N2CCOCC2)ccc1OC)c1ccccc1 (centres undefined),-3,90,15,7,5,95,/,/,2
Cc1nnc(SCC(=O)N2CCc3ccccc32)s1,6,90,3,1,2,95,-1,-2.2,2
CC(C)(C)C(=O)CSc1nc2ncc(Br)cc2[nH]1,-13,104,-3,11,0,112,-5,2.8,-7
COc1ccccc1CNc1nc2nc(C)c(Cl)c(=O)n2[nH]1,9,101,1,6,6,103,-1,0.2,3
CCc1ccccc1NC(=O)COC(=O)C1CC(=O)N(c2ccc(F)cc2)C1 (centres undefined),3,96,-4,-4,1,85,-1,-1.2,1
O=C(NCc1ccco1)c1cc(C(=O)C2CCCCC2)c[nH]1,2,97,-1,8,0,97,-5,-0.2,4

# Ordered by value in GRK2 inh (largest number first): three from the list above.
Compound,GRK2 inh
COc1ccccc1CNc1nc2nc(C)c(Cl)c(=O)n2[nH]1,6
COc1ccccc1NC(=O)COC(=O)c1ccc2c(c1)OCCO2,2
O=C(CCC(=O)Nc1ccccc1)NNS(=O)(=O)c1ccccc1[N+](=O)[O-],0

# (further entries)
SMILES,Bcl-xL primary,AGP1-GFP MLPCN,VLA-4 inh,GLD-1 TGE inh,GRK2 inh,CIT2 TOR yeast,Fam108B counter,MEX-5 binding,MCL1 BIM primary
CN(CC(=O)Nc1ccc(F)c(F)c1F)C(=O)CC1CCCCC1,4,102,-12,-4,0,107,/,/,9
CC(C)c1ccccc1NS(C)(=O)=O,6,106,14,4,0,102,0,-0.3,2
O=C(Nc1ccccc1)N1CCCN(c2nccc(C(F)(F)F)n2)CC1,5,107,14,8,0,94,-1,-0.8,-3
COCCNC(=O)COc1ccccc1Cl,-1,92,8,1,0,96,-6,-0.7,-7
COc1cccc(N2CCN(c3ccc4nnc(CCC(=O)N5CCN(C)CC5)n4n3)CC2)c1,4,106,6,4,0,106,0,0.8,4
N#CCCN1CCN(Cc2ccccc2)CCC1=O,5,85,2,3,2,69,0,-0.7,-2
O=C(Nc1ccc(F)cc1)c1c(Cl)nc2ccccn12,2,97,4,-2,0,99,2,-1.7,8
CC(C)CC(c1nnnn1Cc1ccccc1)N1CCC(C(N)=O)CC1 (centres undefined),5,102,14,0,0,102,7,2.4,8
Cc1ccc(CNC(=O)c2cccc3c2C(=O)c2ccc(N4CCCCC4)cc2S3(=O)=O)cc1,-27,97,0,71*,2,91,/,/,-87
COc1cc(Br)c(CNc2cc(C)ccc2C)cc1OC,4,97,18,3,1,101,-3,-2.2,-8
COc1ccc(/C=C2\SC(=S)N(CCC(=O)Nc3ccc(O)cc3)C2=O)cc1,-1,75,7,6,0,106,7,0.0,7
COc1ccc(Nc2nc(N)c3ccccc3n2)c(OC)c1,/,96,-5,/,0,97,/,2.3,/
COc1ccc(C)cc1-n1nnnc1SCc1cn2ccsc2n1,5,92,-2,3,4,98,9,-1.2,7
O=C(Cc1ccccc1)NN1C(=O)c2ccccc2C1=O,8,102,2,6,0,94,3,0.2,-1
COc1ccc(C)cc1Cn1nnc2ccccc21,0,84,19,6,3,92,-3,1.6,4
Cc1nc2ccccn2c1C(=O)NC1CCCC1,4,104,0,-2,0,97,0,0.6,1
CCC1CCc2sc(C(=O)N(C)CC(=O)Nc3ccc(N4CCOCC4)cc3)cc2C1 (centres undefined),-1,103,5,2,3,98,3,1.4,0
O=C(c1ccc2nccnc2c1)N1CCCC(Nc2ccc(F)c(F)c2)C1 (centres undefined),0,98,2,6,0,/,3,0.2,5
Cc1ccc(NC(=O)CSc2ccccn2)cc1S(=O)(=O)N1CCOCC1,2,92,-9,2,2,99,10,-8.4,7
CCOC(=O)C1=C(c2ccccc2)N2CCS(=O)(=O)N=C2S1,8,103,2,-2,1,/,0,-0.2,9
N=c1cc(C2(O)CCCCC2)n2c(nc3ccccc32)s1,-2,84,1,-9,0,/,-2,-1.4,2
Cc1ccccc1NC(=O)COc1coc(CN2CCCc3ccccc32)cc1=O,5,99,-6,6,2,96,3,0.4,3
COc1ccc(CCNC2CCc3ccccc3C2)cc1 (centres undefined),0,101,12,3,0,103,2,0.9,2
CCOC(=O)c1sc(NC(=O)c2ccc(S(=O)(=O)N3CCCCCC3)cc2)nc1-c1ccccc1,1,96,-21,-1,1,93,-22,-0.9,-6
COc1ccc(CN2C(=O)CC(Cc3ccc(C)cc3)C2=O)cc1OC (centres undefined),2,107,-24,0,4,103,1,0.3,1
CCCN1C(=O)C2(OCCO2)c2cc(Cl)ccc21,/,96,-1,/,3,99,/,3.7,/
Cc1ccc(NC(=O)Nc2cccs2)c(Cl)c1,6,95,9,10,4,92,3,1.0,7
CCO[C@H]1OC(C(=O)N2CCN(Cc3ccc4c(c3)OCO4)CC2)=C[C@@H](c2ccc(Br)cc2)[C@@H]1CCCO,0,93,22,5,0,112,6,3.3,9
N/C(=N\NC(=O)c1ccccc1)c1cc2ccccc2oc1=O,-5,101,25,0,0,94,-3,0.5,-1
Cc1cccc(C(=O)NCCNC(=O)c2ccccn2)c1,2,97,1,5,0,100,-6,3.9,0

# Marked active in GLD-1 TGE inh (from the list above):
SMILES	Bcl-xL primary	AGP1-GFP MLPCN	VLA-4 inh	GLD-1 TGE inh	GRK2 inh	CIT2 TOR yeast	MEX-5 binding	MCL1 BIM primary
Cc1ccc(CNC(=O)c2cccc3c2C(=O)c2ccc(N4CCCCC4)cc2S3(=O)=O)cc1	-27	97	0	71*	2	91	/	-87
